Arrestin-AP2 inh = inhibitors of beta-arrestin/AP2 binding, primary screen, biochemical, GPCR trafficking, flow cytometry; 340,000 tested, 0.31% active; inhibition, % at 10 µM; FITC-arrestin peptide / GST-AP2 beads; AP2 beta2 appendage carries R879A mutation; beta-arrestin 1 C-terminal peptide binding to AP2 beta2-adaptin appendage (human);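 active = inhibition above a set limit, near 3 SD of compounds lacking own fluorescence, cut at about 54% in these data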;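 note: plate controls were DMSO wells for no effect and 5 µM unlabelled arrestin peptide for full effect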
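System: GST-AP2 R879A glutathione beads. Medium: PBS with 0.05% Tween 20 and 0.1% BSA. Also added: FITC-arrestin peptide, 50 nM. Incubation: 12 min plus 1 h, RT. Measured by: high-throughput flow cytometry of beads, ex 488, em 535 nm. Evaluation: percent drop in bead-associated FITC signal.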
MOR-DOR ag = agonists of OPRM1-OPRD1 heterodimerization, primary screen, cell-based, luminescence | cells | Mu-type opioid receptor (Homo sapiens) + Delta-type opioid receptor (Homo sapiens), … | activation, % at 9.3 µM | 340,000 tested, 0.3% active; in the data active = activation above about 18%;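 note: 0% = vehicle-treated cells and 100% = reference agonist; values of inactives mirror those of a sister screen read the other way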
AddAB inh = growth inhibition of E. coli expressing H. pylori AddAB, primary screen, AddAB inhibitor project, absorbance; inhibition, % at 11.9 µM; 330,000 tested, 0.29% active; in the data active = inhibition above about 12%;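 note: 0% = vehicle wells of infected cells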
DSG3 Ab inh = inhibitors of pemphigus antibody binding to DSG3, primary screen, biochemical, bead-based, flow cytometry, scFv-GFP. Desmoglein-3 (Homo sapiens), P32926. DSG3-coupled beads, scFv-anti-DSG3-GFP binding; stronger effect = lower value. binding (percent of control), % at 10 µM. 310,000 tested, 0.48% active. AID 588358, 2011;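 active = binding more than 3 SD below its plate's average and above zero; inconclusive = below that plate limit but binding exactly zero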;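 note: hits lower antibody fragment binding to DSG3; some compounds called inactive have numbers as strong as hits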
Target sequence (P32926 whole entry, looked up, the tested form may be a part): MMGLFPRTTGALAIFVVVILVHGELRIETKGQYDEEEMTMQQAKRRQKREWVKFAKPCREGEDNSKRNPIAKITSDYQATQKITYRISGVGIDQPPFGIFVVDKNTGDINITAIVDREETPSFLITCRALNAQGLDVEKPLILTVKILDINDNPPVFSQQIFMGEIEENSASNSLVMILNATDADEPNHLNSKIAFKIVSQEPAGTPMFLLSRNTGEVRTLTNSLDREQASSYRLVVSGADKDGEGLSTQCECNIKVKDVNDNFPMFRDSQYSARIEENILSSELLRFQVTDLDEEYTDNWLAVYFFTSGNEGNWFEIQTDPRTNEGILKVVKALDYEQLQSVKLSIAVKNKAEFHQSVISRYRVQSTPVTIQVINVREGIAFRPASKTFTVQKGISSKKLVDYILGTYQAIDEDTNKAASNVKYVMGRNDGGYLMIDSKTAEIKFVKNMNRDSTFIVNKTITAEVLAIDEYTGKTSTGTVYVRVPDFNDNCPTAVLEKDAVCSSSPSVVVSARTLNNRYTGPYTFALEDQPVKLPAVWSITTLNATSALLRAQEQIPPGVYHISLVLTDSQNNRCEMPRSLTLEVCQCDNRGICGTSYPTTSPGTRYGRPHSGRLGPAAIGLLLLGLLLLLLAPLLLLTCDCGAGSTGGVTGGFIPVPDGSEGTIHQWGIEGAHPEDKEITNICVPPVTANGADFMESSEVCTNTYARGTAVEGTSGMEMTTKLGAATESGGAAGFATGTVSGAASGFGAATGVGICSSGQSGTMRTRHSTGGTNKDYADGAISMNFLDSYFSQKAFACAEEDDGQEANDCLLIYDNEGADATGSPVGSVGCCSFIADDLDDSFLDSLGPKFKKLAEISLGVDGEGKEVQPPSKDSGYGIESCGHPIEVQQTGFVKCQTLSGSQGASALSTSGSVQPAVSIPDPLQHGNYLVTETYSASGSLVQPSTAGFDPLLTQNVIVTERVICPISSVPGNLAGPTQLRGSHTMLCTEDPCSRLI
Mot1-301 SUMO = yeast Mot1-301 growth rescue at high temperature, primary screen, SUMOylation pathway inhibitor project, S. cerevisiae, ATP luminescence, 38.5C | S. cerevisiae Mot1-301 growth rescue; percent above DMSO median, 100 means doubled | growth rescue, % at 18.8 µM | 320,000 tested, 1% active | AID 2716, 2010;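 active = every valid replicate shows activation above 250% relative to neutral control wells; inactive = the rest, any valid replicate at or below 250%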;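 note: OY570 slx delta 5 strain wells were the positive control but not used for scaling; some compounds called inactive have numbers as strong as hits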
PKA-R1A act = activators of PKA-R1A holoenzyme, primary screen, biochemical, fluorescence polarization, Cy5-IP20, bovine R1A, mouse PKAc; cAMP-dependent protein kinase type I-alpha regulatory subunit (Bos taurus) + …; AID 504707, 2011; PKA-R1A dissociation; scaled: DMSO 0%, 113 µM cGMP 100%; 340,000 tested, 0.083% active; activation, % at 11.4 µM;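 active = percent activation above the mean of all tested compounds plus 3 SD, cut at about 19% in these data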;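 note: higher means more PKAc released from R1A so a rise in polarization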
Tat transport = E. coli Tat export inhibitors, primary screen, MC4100, TorA-mCherry reporter, fluorescence, single point; inhibition, % at 10 µM; AID 488895, 2010; 340,000 tested, 0.036% active;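 active = mean replicate inhibition at least 50% and at least half of replicates individually reaching 50%; inconclusive = only one of the two criteria met; inactive = neither criterion met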;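 note: exported cargo escapes ClpAP degradation while cytoplasmic cargo is degraded and loses fluorescence; 0% = median of neutral control wells and 100% = median of NaSCN control wells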
Ecoli viability = E. coli V3065 growth inhibition, primary screen, counter-screen for AddAB inhibitor project, absorbance, OD600; 18 h; AID 449728, 2010; inhibition, % at 11.9 µM; 330,000 tested, 0.27% active;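 active = inhibition above the campaign's mean inhibition across all tested compounds plus 3 SD, cut at about 9.9% in these data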;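 note: uninfected addAB+ strain grown without phage in ampicillin broth; 0% = DMSO wells and 100% = ciprofloxacin 0.95 µg/ml wells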
PfHsp90 yeast 2 = growth inhibition of PfHsp90-expressing yeast, primary screen, antimalarial PfHsp90 inhibitor project, S. cerevisiae, BacTiter-Glo luminescence, single point, set 2. BacTiter-Glo ATP, 48 h; yeast lacking PDR1 and PDR3 efflux regulators. inhibition, % at 9.4 µM. 310,000 tested, 0.32% active. AID 504621, 2011;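 active = every replicate shows inhibition above about 80%, whatever the replicate mean, limit read from the data; inconclusive = mean inhibition reaches the set limit but some replicate falls short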;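 note: 0% = DMSO neutral controls and 100% = 20 µM radicicol positive controls; yeast relying on Plasmodium falciparum Hsp90 in place of its own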
OPRM1-OPRD1 inv = inverse agonists of MOR-DOR heterodimerization, primary screen, cell-based, luminescence; Mu-type opioid receptor (Homo sapiens) + Delta-type opioid receptor (Homo sapiens), …; cell-based MOR-DOR heterodimer luminescence, inverse agonism; inhibition, % at 9.3 µM; 340,000 tested, 0.21% active; AID 504357, 2011; in the data active = inhibition above about 22%, passing the limit was not always enough;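 note: 0% = cells with DMSO and 100% = wells without cells with DMSO; values of inactives mirror those of a sister screen read the other way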
phage Ecoli inh = growth loss of phage-infected E. coli, primary screen, RecBCD inhibitor project, absorbance, with phage, HTS. inhibition, % at 11.9 µM. 360,000 tested, 0.26% active. AID 651602, 2012; in the data active = inhibition above about 11%
* = called active by the depositor.

For CN(C(=O)COC(=O)c1ccc(Cl)c(S(=O)(=O)NCc2ccccc2)c1)C1CCS(=O)(=O)C1 (stereo unspecified) the results were Arrestin-AP2 inh 10.7, MOR-DOR ag -4.0, DSG3 Ab inh 107.7, PKA-R1A act -4.5, Tat transport -3.1, PfHsp90 yeast 2 -9.0, OPRM1-OPRD1 inv 15.7 and phage Ecoli inh 0.6.
`O=C(CCC(=O)OCC(=O)c1ccccc1)Nc1cccc(Cl)c1` gave Arrestin-AP2 inh 8.7, MOR-DOR ag -0.5, AddAB inh 1.3, DSG3 Ab inh 85.6, Mot1-301 SUMO 71.5, PKA-R1A act -0.5, Tat transport -4.7, Ecoli viability 1.0, PfHsp90 yeast 2 -39.3, OPRM1-OPRD1 inv 3.0 and phage Ecoli inh 3.4.
CCOc1ccccc1NC(=O)c1csc(C)c1C was read as Arrestin-AP2 inh -10.4, MOR-DOR ag -3.2, AddAB inh -0.3, DSG3 Ab inh 112.9, Mot1-301 SUMO -9.3, PKA-R1A act -3.6, Tat transport -0.1, Ecoli viability -1.7, PfHsp90 yeast 2 14.6, OPRM1-OPRD1 inv 10.5 and phage Ecoli inh -0.6.
For CCOC(=O)c1ccc(NCc2cccnc2)cc1 the results were Arrestin-AP2 inh -13.1, MOR-DOR ag -2.4, AddAB inh 2.6, DSG3 Ab inh 100.1, Mot1-301 SUMO 147.3, PKA-R1A act 7.0, Tat transport -5.2, Ecoli viability 0.8, PfHsp90 yeast 2 5.5, OPRM1-OPRD1 inv 11.6 and phage Ecoli inh 1.3.
CCOC(=O)C1C(=O)NC(c2ccccc2)=NC1c1ccc(O)c(OC)c1 (stereo unspecified) was read as Arrestin-AP2 inh -19.0, MOR-DOR ag -4.6, AddAB inh 0.0, DSG3 Ab inh 101.2, Mot1-301 SUMO -2.1, PKA-R1A act -0.5, Tat transport -4.3, Ecoli viability 0.5, PfHsp90 yeast 2 0.1, OPRM1-OPRD1 inv 22.5 and phage Ecoli inh 0.9.
For CCOC(=O)C1=C(O)/C(=C\c2ccc(CNC(=O)C(=O)Nc3ccccc3)o2)N=C1C the results were Arrestin-AP2 inh 11.0, MOR-DOR ag 1.1, AddAB inh 0.8, DSG3 Ab inh 98.1, Mot1-301 SUMO -6.2, PKA-R1A act -0.1, Tat transport 24.3, Ecoli viability -1.2, PfHsp90 yeast 2 -21.6, OPRM1-OPRD1 inv -6.4 and phage Ecoli inh -1.5.
`O=C(c1cccc(Cl)c1)C1CCCN(S(=O)(=O)c2ccccc2)C1` (stereo unspecified) gave Arrestin-AP2 inh 18.4, MOR-DOR ag 4.1, AddAB inh 2.6, DSG3 Ab inh 109.6, Mot1-301 SUMO -17.2, PKA-R1A act -6.2, Tat transport 8.3, Ecoli viability 1.3, PfHsp90 yeast 2 -3.8, OPRM1-OPRD1 inv -16.6 and phage Ecoli inh 2.8.
`Cc1cccn2c(=O)c3cc(S(=O)(=O)c4ccccc4)c(=N)n(Cc4ccco4)c3nc12` gave Arrestin-AP2 inh 2.1, MOR-DOR ag 2.2, AddAB inh -0.6, DSG3 Ab inh 96.4, Mot1-301 SUMO 10.5, PKA-R1A act 2.2, Tat transport inconclusive, Ecoli viability 0.7, PfHsp90 yeast 2 -11.3, OPRM1-OPRD1 inv -10.5 and phage Ecoli inh -0.8.
Screening COc1cc(C(NC(C)=O)NC(C)=O)ccc1OCc1ccccc1 returned Arrestin-AP2 inh -2.3, MOR-DOR ag 0.1, AddAB inh 0.6, DSG3 Ab inh 106.5, Mot1-301 SUMO -2.9, PKA-R1A act 0.5, Tat transport 0.4, Ecoli viability 0.3, PfHsp90 yeast 2 -14.9, OPRM1-OPRD1 inv -0.7 and phage Ecoli inh 3.3.
For COCCNC(=S)N1CCc2cc(OC)c(OC)cc2C1COc1ccc(C(C)C)cc1 (stereo unspecified) the results were Arrestin-AP2 inh 26.8, MOR-DOR ag 0.1, AddAB inh 3.5, DSG3 Ab inh 99.9, Mot1-301 SUMO 191.0, PKA-R1A act -12.5, Tat transport 2.7, Ecoli viability -0.1, PfHsp90 yeast 2 -9.5, OPRM1-OPRD1 inv -0.4 and phage Ecoli inh 1.1.
`Cc1c(C#N)c2ccccc2n1CC(=O)N1CCCC1` gave Arrestin-AP2 inh 5.8, MOR-DOR ag -1.3, AddAB inh 2.7, DSG3 Ab inh 102.2, Mot1-301 SUMO 445.3, PKA-R1A act -5.3, Tat transport -1.7, Ecoli viability 0.3, PfHsp90 yeast 2 -5.9, OPRM1-OPRD1 inv 6.8 and phage Ecoli inh 1.9.
`O=C(OCC1OC(n2ccc(=O)[nH]c2=O)C(O)C1OC(=O)c1ccccc1)c1ccccc1` (stereo unspecified) gave Arrestin-AP2 inh -1.5, MOR-DOR ag -2.5, AddAB inh -1.1, DSG3 Ab inh 80.0, PKA-R1A act 5.5, Tat transport 3.7, Ecoli viability 1.1, PfHsp90 yeast 2 5.3, OPRM1-OPRD1 inv 13.9 and phage Ecoli inh 0.9.
`COc1ccc(CCNC(=O)C2CCN(S(=O)(=O)c3ccc(C)cc3)CC2)cc1` gave Arrestin-AP2 inh 6.1, MOR-DOR ag -1.0, AddAB inh -1.6, DSG3 Ab inh 106.4, Mot1-301 SUMO 7.6, PKA-R1A act 0.4, Tat transport -1.5, Ecoli viability -0.6, PfHsp90 yeast 2 -12.0, OPRM1-OPRD1 inv 4.8 and phage Ecoli inh 0.1.
`O=C(C[n+]1cccc2ccccc21)c1ccc(NC(=O)c2ccccc2)cc1` gave Arrestin-AP2 inh -4.5, MOR-DOR ag -1.1, AddAB inh 5.5, DSG3 Ab inh 424.7, Mot1-301 SUMO 532.5, PKA-R1A act -2.6, Tat transport -3.6, Ecoli viability 1.1, PfHsp90 yeast 2 -8.1, OPRM1-OPRD1 inv 8.2 and phage Ecoli inh 4.4.
`Cc1ccnc2nc(C(=O)NCCc3ccc(F)cc3)nn12` gave Arrestin-AP2 inh -3.5, MOR-DOR ag -1.1, AddAB inh 2.2, DSG3 Ab inh 99.6, Mot1-301 SUMO 12.6, PKA-R1A act -8.2, Tat transport 1.6, Ecoli viability 0.2, PfHsp90 yeast 2 15.6, OPRM1-OPRD1 inv 5.0 and phage Ecoli inh 1.7.
Cc1cc(C)cc(OCC(=O)Nc2ccccc2C(=O)NCc2ccco2)c1 was read as Arrestin-AP2 inh -16.1, MOR-DOR ag 3.9, AddAB inh 0.2, Mot1-301 SUMO -3.8, PKA-R1A act -3.6, Tat transport -3.0, Ecoli viability -2.6, PfHsp90 yeast 2 2.9, OPRM1-OPRD1 inv -23.9 and phage Ecoli inh 4.0.
CSc1ccc(CCNC(=O)CCc2nnc3ccc(N4CCOCC4)nn23)cc1 was read as Arrestin-AP2 inh 4.9, MOR-DOR ag 1.3, AddAB inh -0.2, DSG3 Ab inh 103.1, Mot1-301 SUMO -10.9, PKA-R1A act -2.2, Tat transport -11.3, Ecoli viability 1.3, PfHsp90 yeast 2 10.2, OPRM1-OPRD1 inv -7.5 and phage Ecoli inh 3.3.
Screening COc1ccc(C(=O)OCC(=O)NCCCc2ccccc2)cc1[N+](=O)[O-] returned Arrestin-AP2 inh 14.2, MOR-DOR ag -2.5, AddAB inh 0.8, DSG3 Ab inh 97.5, Mot1-301 SUMO 26.3, PKA-R1A act -7.2, Tat transport -7.2, Ecoli viability -0.2, PfHsp90 yeast 2 -10.9, OPRM1-OPRD1 inv 11.9 and phage Ecoli inh 0.1.
Screening Cc1ccc(CCNC(=O)c2cc(S(=O)(=O)N3CCCC3)cn2C)cc1 returned Arrestin-AP2 inh 10.3, MOR-DOR ag -0.9, AddAB inh 1.8, DSG3 Ab inh 94.0, Mot1-301 SUMO -10.1, PKA-R1A act 0.3, Tat transport -3.2, Ecoli viability -1.1, PfHsp90 yeast 2 0.8, OPRM1-OPRD1 inv 5.6 and phage Ecoli inh 2.4.
For COc1cc(NC(=O)c2cc(-c3cccnc3)nc3ccc(Br)cc23)cc(OC)c1 the results were Arrestin-AP2 inh -34.6, MOR-DOR ag 11.6, AddAB inh -1.4, DSG3 Ab inh 117.8, Mot1-301 SUMO 9.8, PKA-R1A act -9.9, Tat transport -5.4, Ecoli viability -0.2, OPRM1-OPRD1 inv -56.9 and phage Ecoli inh 0.0.
For Cn1c(NNC(=O)CCC2CCCCC2)cc(=O)n(C)c1=O the results were Arrestin-AP2 inh -4.2, MOR-DOR ag -1.9, AddAB inh 0.8, DSG3 Ab inh 102.7, Mot1-301 SUMO 1.5, PKA-R1A act -8.1, Tat transport 0.7, Ecoli viability -2.0, PfHsp90 yeast 2 3.9, OPRM1-OPRD1 inv 10.4 and phage Ecoli inh 0.8.
Screening CCc1cccc(NS(=O)(=O)c2ccc3c(c2)N(C)CCO3)c1 returned Arrestin-AP2 inh 6.2, MOR-DOR ag 0.7, AddAB inh 0.3, DSG3 Ab inh 98.1, Mot1-301 SUMO 43.3, PKA-R1A act -1.5, Tat transport 1.2, Ecoli viability 0.0, PfHsp90 yeast 2 45.0, OPRM1-OPRD1 inv -3.4 and phage Ecoli inh 2.5.
Cc1nc2nc[nH]n2c(=O)c1CCOC(=O)c1c(F)cccc1F was read as Arrestin-AP2 inh 25.1, MOR-DOR ag 0.7, AddAB inh 1.3, DSG3 Ab inh 98.1, Mot1-301 SUMO -7.0, PKA-R1A act 1.1, Tat transport 2.7, Ecoli viability 3.7, PfHsp90 yeast 2 -14.6, OPRM1-OPRD1 inv -3.4 and phage Ecoli inh 3.6.
Screening COc1ccccc1NC(=O)CSc1nnc(Cc2cccs2)n1C returned Arrestin-AP2 inh 31.6, MOR-DOR ag -0.4, AddAB inh 2.8, DSG3 Ab inh 106.5, Mot1-301 SUMO -3.5, PKA-R1A act 4.8, Tat transport 3.5, Ecoli viability 0.1, PfHsp90 yeast 2 -15.9, OPRM1-OPRD1 inv 2.4 and phage Ecoli inh 5.1.
Cc1c(C(=O)OCC(=O)N(C)Cc2ccc(Cl)cc2)oc2ccccc12 was read as Arrestin-AP2 inh -1.5, MOR-DOR ag 0.5, AddAB inh 0.1, Mot1-301 SUMO 18.7, PKA-R1A act -11.3, Tat transport 5.0, Ecoli viability -0.5, PfHsp90 yeast 2 17.1, OPRM1-OPRD1 inv -1.8 and phage Ecoli inh -1.3.
OCc1ccccc1SSc1ccccc1CO was read as Arrestin-AP2 inh 21.4, AddAB inh 2.8, DSG3 Ab inh 99.8, Mot1-301 SUMO -27.0, Ecoli viability -0.3 and phage Ecoli inh -1.3.
